Arrestin-AP2 inh = human beta-arrestin and AP2 interaction inhibition; 340,000 compounds, 0.31% hits; AID 504490; FITC-arrestin peptide / GST-AP2 beads, flow cytometry; AP2 beta2 appendage carries R879A mutation; inhibition, % at 10 µM;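 active = inhibition above a set limit, near 3 SD of compounds lacking own fluorescence, cut at about 54% in these data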;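 also: plate controls were DMSO wells for no effect and 5 µM unlabelled arrestin peptide for full effect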
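Assay system: GST-AP2 R879A bound to glutathione beads, E. coli-expressed; Medium: PBS with 0.05% Tween 20 and 0.1% BSA; Also added: fluorescein-tagged arrestin peptide at 50 nM final; Timing: 12 min plus 1 h, RT; Measured by: flow cytometry, FL1 (488/535 nm); Evaluation: percent drop in bead-associated FITC signal.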
MITF act = MITF TRPM1 promoter activation in melanoma cells; activation, % at 12.5 µM; SK-MEL-5 TRPM1-promoter luciferase, 24 h; % of positive control, neutral wells = 0; 300,000 compounds, 0.75% hits;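 active = mean activation of at least 80% with every replicate also reaching 80%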;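 also: 0% = neutral control wells and 100% = parthenolide positive control wells; values of inactives mirror those of a sister screen read the other way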
SR-BI HDL uptake = mouse SR-BI HDL lipid transfer inhibition; ldlA[mSR-BI] CHO cells, DiI-HDL uptake fluorescence, 3 h; inhibition, % at 12.5 µM; 320,000 compounds, 0.96% hits;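 active = mean replicate inhibition of at least 70% and a set share of replicates each scoring 70 or more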;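 also: 0% = median of neutral control wells and 100% = median of positive control wells; values of inactives mirror those of a sister screen read the other way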
Target sequence (Q61009 whole entry, looked up): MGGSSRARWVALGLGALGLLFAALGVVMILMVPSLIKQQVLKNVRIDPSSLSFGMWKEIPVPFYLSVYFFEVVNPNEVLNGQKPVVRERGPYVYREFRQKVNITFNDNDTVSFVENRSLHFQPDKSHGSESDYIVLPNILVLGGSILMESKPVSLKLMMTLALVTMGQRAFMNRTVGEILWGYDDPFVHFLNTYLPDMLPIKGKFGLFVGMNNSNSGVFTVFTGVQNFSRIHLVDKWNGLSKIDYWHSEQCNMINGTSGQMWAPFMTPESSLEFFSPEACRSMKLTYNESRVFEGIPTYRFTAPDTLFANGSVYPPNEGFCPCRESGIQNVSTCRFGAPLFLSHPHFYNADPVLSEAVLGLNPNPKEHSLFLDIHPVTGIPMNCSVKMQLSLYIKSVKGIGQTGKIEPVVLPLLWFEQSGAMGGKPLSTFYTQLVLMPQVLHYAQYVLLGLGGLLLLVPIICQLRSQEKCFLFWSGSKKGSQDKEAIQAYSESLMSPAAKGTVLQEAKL
PKA-R2B act = activates the human PKA-R2B holoenzyme complex. 340,000 compounds, 0.079% hits. AID 504700. activation, % at 11.4 µM. PKA-R2B holoenzyme dissociation, Cy5-IP20 fluorescence polarization; R2B truncated from residue 108, S112A mutant; 0% DMSO only, 100% 113 µM cGMP;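 active = activation above a cutoff set at the mean over all compounds plus 3 SD, cut at about 18% in these data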;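 also: higher means more holoenzyme dissociation and a rise in polarization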
Target sequence (P31323 whole entry, looked up, other chains not shown, the tested form may be a part): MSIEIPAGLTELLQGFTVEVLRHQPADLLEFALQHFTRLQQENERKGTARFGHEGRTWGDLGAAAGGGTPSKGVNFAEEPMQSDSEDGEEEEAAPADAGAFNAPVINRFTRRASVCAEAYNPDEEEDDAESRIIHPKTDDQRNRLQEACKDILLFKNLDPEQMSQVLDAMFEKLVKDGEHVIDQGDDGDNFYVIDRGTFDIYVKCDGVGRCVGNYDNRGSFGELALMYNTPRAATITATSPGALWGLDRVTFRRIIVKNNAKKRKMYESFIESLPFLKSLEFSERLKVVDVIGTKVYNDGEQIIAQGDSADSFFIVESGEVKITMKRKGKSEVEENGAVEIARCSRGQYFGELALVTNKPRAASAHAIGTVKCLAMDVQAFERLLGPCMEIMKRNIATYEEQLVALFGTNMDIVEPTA
SUMO Mot1 rescue = SUMOylation pathway inhibition by Mot1-301 growth rescue. growth rescue, % at 18.8 µM. 320,000 compounds, 1% hits. AID 2716. S. cerevisiae Mot1-301 growth rescue, ATP luminescence, 38.5C; percent above DMSO median, 100 means doubled;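 active = every valid replicate shows activation above 250% relative to neutral control wells; inactive = the rest, any valid replicate at or below 250%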;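 also: OY570 slx delta 5 strain wells were the positive control but not used for scaling; some compounds called inactive have numbers as strong as hits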
PKA-R1A act = PKA-R1A complex activation; P00514+P68181; PKA-R1A dissociation, Cy5-IP20 fluorescence polarization; scaled: DMSO 0%, 113 µM cGMP 100%; activation, % at 11.4 µM; 340,000 compounds, 0.083% hits; AID 504707;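 active = percent activation above the mean of all tested compounds plus 3 SD, cut at about 19% in these data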;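 also: higher means more PKAc released from R1A so a rise in polarization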
NSD2 inh = inhibitors of human histone methyltransferase NSD2 | NSD2 peptide methylation, AlphaScreen, 120 min | inhibition, % at 12.5 µM | 310,000 compounds, 0.54% hits | AID 743445; in the data active = inhibition above about 50%
CDK5 p35 inh = CDK5/p35 (human) kinase inhibition; Q00535+Q15078; Recombinant CDK5/p35, ADP-Glo luminescence, 60 min; inhibition, % at 10 µM; 330,000 compounds, 0.01% hits; AID 488839;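 active = highest replicate inhibition of at least 50% and at least 75% of replicates reaching 50%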;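 also: plate controls were DMSO neutral control for no effect and GW8510 at 10 µM for full effect; many of its hits are not listed in these tables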
Pemphigus Ab inh = inhibitors of pemphigus antibody binding to human desmoglein-3; P32926; DSG3-coupled beads, scFv-anti-DSG3-GFP binding, flow cytometry; hits give low values; binding (percent of control), % at 10 µM; 310,000 compounds, 0.48% hits;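 active = binding more than 3 SD below its plate's average and above zero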;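 also: hits lower antibody fragment binding to DSG3; some compounds called inactive have numbers as strong as hits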
SR-BI uptake up = enhances SR-BI lipid uptake from DiI-HDL; CHO ldlA[mSR-BI] cells, DiI-HDL uptake fluorescence, 3 h; 100 = double the neutral-control signal; activation, % at 12.5 µM; 320,000 compounds, 0.096% hits; AID 504775;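 active = mean replicate activation of at least 60% and every replicate at or above 60%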;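 also: 0% = median plate neutral-control signal and 100% = twice that signal; values of inactives mirror those of a sister screen read the other way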
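system = CHO ldlA[mSR-BI] cells, LDL receptor-null, SR-BI overexpressing | medium = Ham's F12 with 0.5% BSA, HEPES 25 mM, pH 7.4 | probe or stimulus = DiI-HDL 10 µg/mL | compound dosing = single-point compound dose | incubation = compound exposure 3 h, 37 °C | technique = DiI fluorescence, bottom read | read-out = cell-associated DiI fluorescence as measure of HDL uptake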
dFosB activator = mouse delta FosB homodimer activation; P13346; purified delta FosB, TAMRA-CDK5 oligo fluorescence polarization; percent of positive-control signal above neutral wells; activation, % at 25 µM; 340,000 compounds, 0.99% hits; AID 493131;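 active = mean activation above about 17%, with every replicate also reaching it, limit read from the data, passing the limit was not always enough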;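 also: fluorescence polarization rise as delta FosB binds a TAMRA Cdk5 AP-1 oligo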
* hit, by the source's call; x = no result given. An unsorted share of the library, and some 4.7% of all compounds hit somewhere here.

#	Arrestin-AP2 inh	MITF act	SR-BI HDL uptake	PKA-R2B act	SUMO Mot1 rescue	PKA-R1A act	NSD2 inh	CDK5 p35 inh	Pemphigus Ab inh	SR-BI uptake up	dFosB activator	compound
1	1.2	3.6	10.7	-6.4	-17.5	-3.6	1.4	-0.1	107.9	-10.7	5.4	O=C(COc1cccc2cccnc12)N/N=C1\SCC(=O)N1Cc1ccco1
2	6.7	x	27.8	6.6	4.8	-5.8	x	-1.8	97.0	-27.8	-3.8	CN1CCSc2ccc(C(=O)NCc3cccc(Br)c3)cc21
3	0.8	8.0	x	5.0	12.0	-2.1	1.8	-1.0	91.6	x	-5.4	COc1ccccc1N/C(N)=N/c1nc(C)cc(C)n1
4	2.8	3.9	-16.6	-8.6	-15.8	-3.6	1.2	-0.3	94.0	16.6	5.2	O=C(COc1ccc(-n2cnnn2)cc1)Nc1ccc(F)cc1
5	8.4	-3.7	8.1	9.7	x	-6.4	3.9	-4.3	98.3	-8.1	4.1	Cc1noc2ncnc(Oc3ccc(C(C)(C)C)cc3)c12
6	11.0	1.8	x	3.9	-14.3	5.0	-2.2	0.9	113.0	x	-2.6	CC1CN(Cc2ccccc2)C(C)CC1O (stereo not drawn)
7	4.1	6.8	-0.7	-1.2	-4.9	2.2	0.7	1.1	x	0.7	-9.0	CSc1ccc(CCNC(=O)CCc2nnc3ccc(N4CCC5(CC4)OCCO5)nn23)cc1
8	-2.3	-4.9	-2.8	-11.0	-3.8	-5.1	16.6	-6.0	103.2	2.8	9.2	O=C(COc1cccc2ccccc12)NCc1cccnc1
9	6.6	90.5*	22.7	-11.8	8.5	-15.5	10.7	-1.9	108.1	-22.7	-1.1	O=C1COc2ccc(OCc3ccc(F)cc3)cc21
10	4.7	6.4	-4.2	-0.3	-1.0	2.6	50.8*	-1.4	89.9	4.2	-8.9	Cc1ccc2cccc(OCc3ccc(Br)cc3)c2n1
11	0.0	-10.5	-24.4	-7.2	-7.0	-12.6	x	-0.7	x	24.4	-3.4	Cn1c(=O)c2c(nc(SCCN3CCOCC3)n2Cc2ccccc2)n(C)c1=O
12	3.2	-9.3	-3.5	-6.5	-0.6	-5.5	-1.8	0.5	101.2	3.5	4.2	O=C(O)C1CCN(S(=O)(=O)c2ccc(N3CCOCC3)c([N+](=O)[O-])c2)CC1
13	-10.8	2.3	1.8	0.6	666.7*	4.8	-7.7	-0.6	98.2	-1.8	-4.2	CC(C)(CNC(=O)c1cccs1)CNC(=O)c1cccs1
14	20.5	12.1	3.4	4.3	0.5	-5.3	-2.7	-1.5	107.8	-3.4	-1.1	CC(C)C(=O)N(Cc1cc2ccccc2[nH]c1=O)C(C)C
15	x	4.6	-22.5	-10.9	27.3	-10.1	x	0.4	107.4	22.5	6.3	Cc1c(NC(N)=O)c(=O)n(-c2ccccc2)n1C
16	-1.4	12.4	-17.4	-5.9	x	-2.4	1.5	-1.1	x	17.4	-7.4	CC12COC3(C(=O)Nc4cccnc4)CC1CCC32C (stereo not drawn)
17	5.4	1.3	-8.8	-1.4	7.9	-1.0	-0.6	-0.7	x	8.8	-3.6	CCOC(=O)C1(Cc2ccccc2C(F)(F)F)CCN(CC2CC2)CC1
18	9.2	-4.6	-5.5	5.8	38.9	9.3	-3.0	-0.5	102.1	5.5	-4.2	COc1ccc(C(=O)NC(C(=O)NCCc2ccc3c(c2)OCCO3)C(C)C)cc1 (stereo not drawn)
19	3.2	-3.7	25.6	2.3	0.8	-5.0	-1.9	-0.9	104.8	-25.6	7.4	CSc1ccccc1C(=O)Nc1cc(C)ccc1C
20	-5.7	-9.4	-2.6	-2.1	-1.7	14.4	-0.3	-2.5	92.9	2.6	-9.2	COc1ccc(N2CCN(C(=O)CN3c4cccc5cccc(c45)S3(=O)=O)CC2)cc1
21	25.1	5.4	-20.5	-1.1	4.1	4.1	30.5	-0.6	75.4	20.5	-3.7	O=C(O)CNC1=NCCCCC1
22	-6.9	-11.0	3.7	0.0	-16.3	6.1	x	-2.0	106.7	-3.7	-2.1	CCN1C(=O)N(S(=O)(=O)c2ccc(C)cc2)[C@@H](c2ccccc2)C(C(=O)OC)=C1C
23	x	-0.7	-17.0	-0.8	3.2	0.8	5.0	1.0	105.2	17.0	-8.2	Cc1nn(C)cc1NC(=O)CC12CC3CC(CC(C3)C1)C2
24	11.6	-1.1	3.2	4.9	-12.1	-6.3	4.3	-0.3	99.6	-3.2	1.5	C/C(=N\NC(=O)CSc1ncccn1)c1ccc2c(c1)OCCO2
25	-2.4	71.8	-28.3	6.1	-1.1	-7.5	2.8	-1.7	94.5	28.3	-7.9	CCc1cccc2c(C(=O)CN3C(=O)NC4(CCCCC4)C3=O)c[nH]c12
26	5.7	-10.8	-26.1	-16.1	-24.9	-6.2	x	-0.1	78.8	26.1	4.7	O=C(CCCN1C(=O)c2ccccc2C1=O)Nc1c(C(=O)C2CC2)oc2ccccc12
27	-6.7	9.1	-0.5	-9.2	x	-8.3	5.9	-0.8	103.4	0.5	-11.8	COc1ccc(C(c2nnnn2Cc2cccs2)N2CCN(c3ccc(F)cc3)CC2)cc1OC (stereo not drawn)
28	-0.6	6.6	-12.7	-7.0	-7.8	-8.4	-0.4	-1.3	112.9	12.7	-8.6	CCN(C(=O)COC(=O)c1cc(=O)c2ccccc2o1)c1c(N)n(Cc2ccccc2)c(=O)[nH]c1=O
29	16.4	-2.4	-18.8	9.4	-14.8	-0.2	x	-1.7	x	18.8	-7.4	O=C(CCCn1c(=O)c2sccc2n(CC(=O)NCc2ccco2)c1=O)NCc1ccco1
30	0.3	8.1	-4.5	-2.0	-5.4	4.2	-2.5	1.2	94.5	4.5	-4.4	COC(=O)c1ccc(CSc2nc3ccccc3c(=O)n2N)cc1
31	31.2	-2.8	-22.2	-4.0	-15.1	2.4	-1.2	2.4	107.7	22.2	-1.2	NC(=O)c1sc2cc(C(F)(F)F)cnc2c1-c1cccs1
32	-0.7	-3.0	12.6	-8.2	-16.3	-11.9	-1.2	0.2	137.3	-12.6	-5.5	CC(=O)Nc1ccc(N=Cc2c(O)ccc3ccccc23)cc1
33	-4.2	x	11.4	x	20.8	x	-5.2	-3.1	104.5	-11.4	0.1	CC1=NN(C(C#N)c2ccccc2)C(c2ccccc2)C1 (stereo not drawn)
34	4.6	5.7	-15.7	4.4	-3.4	-6.1	0.2	-0.6	101.6	15.7	-2.2	CC1CCCCC12NC(=O)N(CC(=O)NCCc1ccccn1)C2=O (stereo not drawn)
35	-9.7	8.1	5.0	-2.0	-9.1	-8.6	-2.1	9.1	114.7	-5.0	0.3	O=C1Nc2ccc(S(=O)(=O)N(CCO)CCO)c3cccc1c23
36	1.7	-6.7	-7.0	-1.0	26.1	-5.6	-0.2	-0.4	109.3	7.0	-1.9	NC1=NS(=O)(=O)NC1c1cccc(Cl)c1 (stereo not drawn)
37	0.4	4.4	-1.6	4.0	1.2	-4.1	-0.7	-1.2	115.7	1.6	-2.4	CCC(C(=O)NC(C)(C)C)N(C(=O)c1ccc(Cl)nc1)C1CCCC1 (stereo not drawn)
38	-16.7	3.1	20.4	-9.1	26.3	-8.5	0.8	-0.9	103.8	-20.4	-6.1	CCOc1ccccc1C(=O)NCC(=O)NNC(=O)c1cccc(S(=O)(=O)Nc2ccc(OC)cc2)c1
39	27.5	-17.9	8.3	-10.0	0.3	-11.6	-1.2	-0.9	92.4	-8.3	-14.2	COc1ccc(S(=O)(=O)N2CCCCCC2)cc1C(=O)N(C)CCOc1ccc(Cl)cc1
40	-3.8	-14.9	4.7	-3.9	-12.5	-4.1	2.2	0.7	97.3	-4.7	0.8	CCC(=O)Nc1ccc(C(=O)CSc2nnc(-c3ccccc3F)n2CCc2ccccc2)cc1
41	-4.0	4.7	-17.6	-7.6	11.3	-1.9	-1.3	-1.0	102.4	17.6	3.8	Cc1cn2c(=O)c(C(=O)N3CCN(c4ccccc4F)CC3)cnc2s1
42	2.7	18.6	28.0	-2.8	50.6	1.9	1.0	-1.4	103.8	-28.0	1.3	O=C(Nc1ccc2nn(-c3ccccc3)nc2c1)c1ccc2c(c1)OCCO2
43	-4.5	12.0	11.3	-2.6	-3.3	-6.8	-2.4	-2.2	103.5	-11.3	-1.8	Cc1ccc2c(c1)nnn2C1CCN(C(=O)C2CCCCC2)CC1
44	4.9	2.5	32.9	3.4	30.8	-14.9	0.8	-1.1	92.9	-32.9	-11.2	COc1cc(/C=N/NC(=O)COc2c(C)cc([N+](=O)[O-])cc2C)ccc1OC(=O)c1ccccc1Br
45	-10.4	x	13.1	-0.5	-8.9	8.1	2.4	-0.3	x	-13.1	-5.8	N#CC1=C(N)Oc2cc(N)ccc2C1C1CC=CCC1 (stereo not drawn)
46	-9.5	-3.1	-7.5	-7.4	80.1	-13.9	16.2	1.5	99.8	7.5	-5.6	CC(C)C(=O)N1CCN(c2ccccc2NC(=O)c2cc([N+](=O)[O-])ccc2N2CCOCC2)CC1
47	-0.8	-5.0	45.1	7.2	-5.1	4.3	0.1	0.4	117.9	-45.1	2.7	O=C1C2CCCCN2C(=O)N1CCN1CCN(c2ccc([N+](=O)[O-])cc2)CC1 (stereo not drawn)
48	29.0	-4.0	-28.8	-7.6	1.2	-5.8	6.4	-0.1	99.8	28.8	-9.1	Cc1ccc(N(CC(=O)Nc2ccc(Br)c(C)c2)S(=O)(=O)c2c(C)[nH]c(=O)[nH]c2=O)cc1
49	-12.0	14.3	-24.8	-7.1	8.3	0.6	4.5	0.1	102.5	24.8	3.9	O=C(CN1CCc2ccccc2C1)c1cccs1
50	28.6	x	-16.3	-6.4	-25.0	-8.9	-0.1	0.7	92.5	16.3	0.7	COc1cccc(NC(=O)CCNC(=O)Cn2ccc3ccccc3c2=O)c1
51	-8.4	75.7	13.1	2.6	x	-2.4	-3.1	-0.5	99.9	-13.1	-1.4	O=S(=O)(Nc1ccc2nc(N3CCOCC3)sc2c1)c1ccccc1
52	-2.8	3.9	0.4	-1.9	1.7	2.1	0.2	-2.0	91.7	-0.4	0.0	O=C(COc1ccc(Cl)cc1)NCc1nnc(SCC(=O)NCC2CCCO2)o1 (stereo not drawn)

Source: PubChem BioAssay
